# Source: PubChem BioAssay
# EP2 mod: modulators of human EP2 prostaglandin E2 receptor; EP2-expressing cells, cAMP HTRF FRET, PGE2 co-stimulation; induction, % at 25 µM; actives 0.83% (n = 260,000); P43116;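 active = compounds whose cAMP rise, as percent of the full-agonist control response, exceeds 60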;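 also: rat C6 glioma line stably carrying human EP2 under a CMV promoter; the protocol text gives 20 µM as final concentration; 100% = response of wells given 1 µM PGE2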
# CHOP inhibitor: CHOP inhibition in unfolded protein response | CHO-K1 CHOP-promoter luciferase, tunicamycin-induced, 15-18 h | inhibition, % at 10 µM | AID 2732 | actives 3.8% (n = 220,000);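 active = compounds that reduced the stress-induced luciferase reporter signal by more than about 70% of percent inhibition, limit read from the data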;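 also: 0% = tunicamycin plus vehicle and 100% = wells without tunicamycin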
# S1P4 ag: activates the human S1P4 receptor; AID 1509; actives 0.35% (n = 220,000); S1P4-expressing cell line, agonist reporter assay; activation, % at 4.98 µM; in the data active = activation above about 11%;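 also: 0% = DMSO vehicle and 100% = reference agonist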
# Target sequence (O95977 whole entry, looked up): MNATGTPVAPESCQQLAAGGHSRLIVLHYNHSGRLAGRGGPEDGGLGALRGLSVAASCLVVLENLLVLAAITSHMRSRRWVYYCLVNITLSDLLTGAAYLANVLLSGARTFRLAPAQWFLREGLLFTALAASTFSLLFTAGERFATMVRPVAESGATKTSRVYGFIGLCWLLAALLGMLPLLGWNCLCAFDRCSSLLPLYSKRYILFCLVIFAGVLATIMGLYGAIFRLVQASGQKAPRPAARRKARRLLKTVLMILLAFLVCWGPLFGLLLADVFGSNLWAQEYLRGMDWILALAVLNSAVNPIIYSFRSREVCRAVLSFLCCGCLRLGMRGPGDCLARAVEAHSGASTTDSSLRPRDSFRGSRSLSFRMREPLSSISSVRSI
# zfTRPN1 agonist: agonists of zebrafish TRPN1 channel; HEK293 zebrafish TRPN1-YFP, Fluo-8 calcium fluorescence; 100% = response to 87 µM carbachol; actives 0.18% (n = 220,000); activation, % at 3 µM; AID 1424;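 active = activation above its plate's cutoff, the mean activation of test wells on that plate plus 3 SD, cut at about 19% in these data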;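 also: 0% = DMSO alone and 100% = 87 µM carbachol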
#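 Material: zebrafish TRPN1-YFP in HEK293 cells; Doses: single test compound dose, 3 µM nominal, 0.3% DMSO; Timing: dye loading 1 h at 37 °C, then 30 min room temperature; Technique: intracellular calcium fluorescence with Fluo-8; Benchmarks: high carbachol 87 µM, low DMSO alone.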
# TRPML3 ag: human mucolipin-3 channel agonism; actives 0.29% (n = 220,000); activation, % at 3 µM; HEK293 TRPML3-YFP, Fluo-8 calcium fluorescence; 100% = the carbachol control signal; Q8TDD5;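 active = activation above its plate's cutoff, the mean activation of the plate's test wells plus 3 SD, cut at about 12% in these data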;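 also: 0% = DMSO only wells and 100% = carbachol wells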
#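 Test system: HEK293 cells stably carrying human TRPML3-YFP; Doses: single dose, 3 µM final nominal compound, 0.3% DMSO final; Schedule: dye loading 1 h 37 °C then 30 min ambient, 125 s read; Technique: Fluo-8 calcium fluorescence; Benchmarks: high control carbachol 87 µM, low control DMSO.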
# NPY Y1 blocker: blocks the human neuropeptide Y Y1 receptor; HEK293-CNG Y1 cells, membrane potential fluorescence; NPY at EC95, then isoproterenol; actives 1% (n = 200,000); inhibition, % at 3.6 µM; P25929;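 active = inhibition above the campaign mean inhibition of all tested compounds plus 3 SD, cut at about 20% in these data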;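 also: 0% = DMSO wells given NPY plus isoproterenol and 100% = isoproterenol alone without NPY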
#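 Benchmarks – high control isoproterenol alone, low control NPY with isoproterenol · Material – HEK293 Y1/CNG channel cell line · Times – dye 3 h, compound 60 min room temperature, stimulation 45 min · Probe or stimulus – NPY (25 nM), isoproterenol (1 µM), Ro 20-1724 (25 µM) · Evaluation – % inhibition of NPY effect · Signal – fluorescence, membrane potential probe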
# S1P4 antag: human S1P4 receptor antagonism; actives 0.26% (n = 220,000); O95977; AID 1510; inhibition, % at 4.98 µM; S1P4-expressing cells, antagonist mode, reporter read-out; in the data active = inhibition above about 29%;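 also: 0% = wells stimulated with agonist and 100% = vehicle wells without agonist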
# NPY2 pot ag: human NPY-Y2 potentiation or agonism, primary screen. P49146. cells expressing NPY-Y2, potentiator/agonist read-out. activation, % at 3.6 µM. actives 0.45% (n = 220,000). AID 1359; in the data active = activation above about 27%;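 also: cells stimulated with NPY near EC25 plus isoproterenol at EC100; 0% = vehicle plus submaximal agonist and 100% = vehicle plus saturating agonist; some results beyond the cut were filed as inactive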
# Target sequence (P49146 whole entry, looked up): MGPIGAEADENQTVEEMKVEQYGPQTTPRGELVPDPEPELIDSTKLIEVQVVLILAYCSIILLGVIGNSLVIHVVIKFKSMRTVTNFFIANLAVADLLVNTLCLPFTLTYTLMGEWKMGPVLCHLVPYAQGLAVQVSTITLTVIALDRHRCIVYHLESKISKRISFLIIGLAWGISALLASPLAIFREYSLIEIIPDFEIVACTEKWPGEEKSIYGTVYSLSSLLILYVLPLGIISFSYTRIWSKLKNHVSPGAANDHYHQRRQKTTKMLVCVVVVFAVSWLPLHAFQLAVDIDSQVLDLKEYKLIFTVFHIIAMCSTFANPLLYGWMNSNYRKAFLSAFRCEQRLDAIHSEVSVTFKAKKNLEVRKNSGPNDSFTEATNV
# NPY1 pot ag: potentiates or activates human NPY-Y1 receptor; P25929; NPY-Y1 expressing cells, potentiator/agonist activation; activation, % at 3.6 µM; actives 0.37% (n = 220,000); AID 1304; in the data active = activation above about 33%, passing the limit was not always enough;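 also: cells stimulated with NPY at EC10 then isoproterenol at EC100; 0% = low agonist plus stimulus and 100% = saturating agonist plus stimulus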
# * marks the source's active call; other numbers are inactive results; . = not tested or not shown.
SMILES | EP2 mod | CHOP inhibitor | S1P4 ag | zfTRPN1 agonist | TRPML3 ag | NPY Y1 blocker | S1P4 antag | NPY2 pot ag | NPY1 pot ag
Cc1ccc2cc(/C=C3\N=C(c4ccccc4)OC3=O)c(N3CCOCC3)nc2c1 | 4 | -39 | 0.4 | 0.9 | 1.0 | 1 | -2 | 9 | 3
COc1cccc(N2CCN(C(=O)CN(c3ccc(C)cc3)S(=O)(=O)c3c(C)n[nH]c3C)CC2)c1 | -10 | -4 | 0.2 | 0.6 | -0.7 | 1 | -14 | 15 | -4
CCOC(=O)C1=C(N)OC2=C(C(=O)CCC2)C1c1cccnc1 (stereo not drawn) | 16 | -14 | -0.4 | 0.7 | 0.8 | 2 | -22 | -9 | 8
COc1ccc(NC(=S)Nc2cc(S(=O)(=O)N3CCCCC3)ccc2OC)cc1 | -22 | 0 | -0.8 | -0.2 | -0.4 | -3 | -11 | 3 | -4
CCN(CC)c1ncnc2c1cnn2C | 2 | 0 | 1.9 | 1.2 | 0.7 | -3 | -15 | -1 | -2
CCCCc1ccc(CC(=O)O)cc1 | 6 | -1 | 0.0 | 0.6 | 0.5 | 3 | -7 | -7 | -31
CSc1ccccc1C(=O)Nc1cc(C)ccc1C | -1 | 17 | 0.9 | -0.6 | 0.3 | 2 | 1 | -3 | 2
CC(C)c1ccc(C(=O)NCCCN2CCN(CCCNC(=O)c3ccc(C(C)C)cc3)CC2)cc1 | -26 | 31 | 1.0 | 2.4 | 1.7 | 10 | -22 | 1 | -13
O=C(COC(=O)[C@@H]1CC(O)CN1S(=O)(=O)c1ccc2c(c1)OCCO2)Nc1ccccc1F (stereo partly drawn) | 0 | -14 | 1.8 | -0.6 | 0.5 | 1 | -12 | 2 | 14
Cn1nc(C(C)(C)C)cc1C(=O)O | 2 | -13 | -1.2 | -1.4 | 0.3 | -4 | -5 | 1 | 1
O=Cc1cc2ccccc2nc1SCc1ccc(Cl)c(Cl)c1 | 47 | -8 | -0.6 | 1.0 | 0.3 | 6 | 5 | 0 | 2
CCC(C)NC(=O)C1CN(S(=O)(=O)c2ccccc2)CCN1S(=O)(=O)c1ccccc1 (stereo not drawn) | -7 | 8 | 2.3 | 0.1 | 0.0 | -3 | -17 | -8 | -14
O=c1oc2ccccc2c2oc3cc(O)c(O)cc3c12 | -40 | -10 | 0.0 | -2.6 | -0.3 | . | 10 | -23 | 16
O=c1c2ccccc2cnn1Cc1n[nH]c(=S)n1-c1ccc(F)c(Cl)c1 | 29 | 3 | -0.6 | 1.1 | 0.8 | -3 | 6 | 3 | -3
O=C(COc1ccccc1F)NC1CCN(Cc2ccccc2)CC1 | -9 | -8 | -3.7 | 0.4 | 0.9 | 1 | 6 | 3 | -18
CC1=C(C(=O)OC(C)C)C(c2ccc(Br)s2)NC(=O)N1C (stereo not drawn) | 16 | 48 | 1.1 | -2.1 | -1.5 | -1 | -15 | -7 | -6
CCOC(=O)C(C)Sc1nc(N)c(NC(=O)c2ccc(OC)c(OC)c2)c(=O)[nH]1 (stereo not drawn) | 0 | -3 | 1.2 | 0.6 | 0.8 | 2 | -23 | 15 | 2
CCCc1noc2c1C(c1cc(Br)ccc1F)C(C#N)=C(N)N2 (stereo not drawn) | -31 | 25 | -1.0 | -1.2 | -0.4 | 2 | 11 | 1 | 2
COc1ccc(OCC(=O)N/N=C\c2ccco2)cc1 | -20 | 8 | 0.3 | 1.1 | 0.7 | 3 | -9 | -2 | -6
COc1cc(NC(=O)CSc2nc3cc(C)ccc3cc2C)c(C(=O)O)cc1OC | 16 | -2 | 4.2 | 0.3 | 0.2 | 5 | -18 | -15 | -12
Cn1ccnc1C(O)c1ccco1 (stereo not drawn) | 0 | 18 | -1.9 | 0.4 | 1.2 | -6 | -19 | -7 | 9
O=C(Nc1cccc(F)c1)c1ccc(S(=O)(=O)N2CCOCC2)cc1 | -40 | 26 | -1.7 | 3.0 | 0.6 | 1 | -16 | -5 | 0
CC(C)c1nc(SCC(=O)c2ccc(F)cc2)c2ccccc2n1 | 63* | 84* | 1.6 | -0.5 | -0.8 | 3 | -7 | 4 | -6
Cc1ccc([C@@H]2C3COCC=C3C(C#N)=C(N)C2(C#N)C#N)o1 (stereo partly drawn) | -4 | -4 | 0.7 | 1.2 | 0.8 | 1 | 3 | -5 | -1
O=C(Nc1ccccc1)c1ccc(=O)n(Cc2cccc(Cl)c2)c1 | -42 | -15 | 1.0 | -0.4 | 0.2 | -2 | -25 | 4 | -7
COC(=O)C1(C(=O)OC)NOC2C(=O)N(c3ccccc3)C(=O)C21 (stereo not drawn) | 5 | 28 | 0.5 | 0.6 | 1.1 | -4 | -4 | -3 | 8
CCCCCn1c(CN2CCN(C)CC2)nc2c1c(=O)n(C)c(=O)n2C | -9 | 18 | 0.0 | 1.2 | 1.4 | -2 | 1 | 6 | 12
CNS(=O)(=O)c1ccc(NC(=O)C(CCSC)NC(N)=O)cc1 (stereo not drawn) | 10 | 21 | 0.8 | 0.9 | 0.4 | 1 | 2 | 1 | 0
COc1ccc(CN2CC(C(=O)NCCCN3CCCCCC3)CC2=O)cc1 (stereo not drawn) | 12 | 25 | 0.1 | 0.3 | 0.7 | 0 | -31 | -1 | 11
COc1cc(C(=O)NCC(=O)OC(C)C(=O)Nc2ncc(Cl)cc2Cl)cc(OC)c1OC (stereo not drawn) | -16 | 1 | 0.8 | -1.9 | 0.4 | -3 | -21 | 20 | -2

# Continuation.
SMILES,EP2 mod,CHOP inhibitor,S1P4 ag,zfTRPN1 agonist,TRPML3 ag,NPY Y1 blocker,S1P4 antag,NPY2 pot ag,NPY1 pot ag
CCOc1ccc(S(=O)(=O)N(CC(N)=O)c2ccc(C)cc2)cc1,-10,17,1.2,1.1,0.0,-4,-1,-6,-7
COC(=O)c1[nH]c2ccc(C)cc2c1NC(=O)CN1CCN(c2ccc(F)cc2)CC1,-35,51,-1.4,0.7,0.9,0,-14,-12,0
NS(=O)(=O)c1ccc(CCNC(=O)NC2CCCCC2)cc1,13,-3,-0.5,2.4,-0.2,.,6,1,13
CCNC(=O)NC(=O)C(C)OC(=O)c1ccc(-n2nc(SC)sc2=S)cc1 (stereo not drawn),3,-4,1.8,-0.4,0.0,3,-4,5,-1
CC1CN(C(=O)CSc2nnc(-c3ccc(Cl)cc3)n2C)CC(C)O1 (stereo not drawn),-21,26,0.6,0.6,-0.2,-1,3,2,3
c1ccc(C(c2ccccc2)N2CCN(Cc3nc(-c4cnccn4)no3)CC2)cc1,7,5,1.0,-0.9,-0.3,.,-13,-25,13
O=C(CSc1nnc(-c2cccnc2)n1Cc1ccco1)c1ccccc1,3,25,-0.5,1.6,0.4,-5,-5,13,-20
O=CNCC(=O)NCCc1ccc(Cl)cc1,3,16,1.5,-0.5,0.2,2,-14,-6,6
Cc1cccc(N=C2NC(=O)/C(=C/c3cccnc3)S2)c1,-14,2,1.3,-0.2,0.1,.,4,-7,-7
CCCNc1cc(C)oc(=O)c1C(=O)CC,34,9,0.5,0.8,0.9,-1,6,-13,-18
Cn1cnnc1Sc1ccc(C(F)(F)F)cc1[N+](=O)[O-],6,4,0.5,-0.8,0.6,3,-3,-4,-12
CCC(C)n1nccc1NC(=O)C(C)OC(=O)c1cc2ccccc2[nH]1 (stereo not drawn),-15,-5,-0.8,2.0,0.9,1,-1,-9,-11

# Arranged by number of heavy atoms (ascending): part of the list above
SMILES,EP2 mod,CHOP inhibitor,S1P4 ag,zfTRPN1 agonist,TRPML3 ag,NPY Y1 blocker,S1P4 antag,NPY2 pot ag,NPY1 pot ag
O=CNCC(=O)NCCc1ccc(Cl)cc1,3,16,1.5,-0.5,0.2,2,-14,-6,6
Cn1cnnc1Sc1ccc(C(F)(F)F)cc1[N+](=O)[O-],6,4,0.5,-0.8,0.6,3,-3,-4,-12
Cc1cccc(N=C2NC(=O)/C(=C/c3cccnc3)S2)c1,-14,2,1.3,-0.2,0.1,.,4,-7,-7
NS(=O)(=O)c1ccc(CCNC(=O)NC2CCCCC2)cc1,13,-3,-0.5,2.4,-0.2,.,6,1,13
CCOc1ccc(S(=O)(=O)N(CC(N)=O)c2ccc(C)cc2)cc1,-10,17,1.2,1.1,0.0,-4,-1,-6,-7
CC1CN(C(=O)CSc2nnc(-c3ccc(Cl)cc3)n2C)CC(C)O1 (stereo not drawn),-21,26,0.6,0.6,-0.2,-1,3,2,3
CCC(C)n1nccc1NC(=O)C(C)OC(=O)c1cc2ccccc2[nH]1 (stereo not drawn),-15,-5,-0.8,2.0,0.9,1,-1,-9,-11
O=C(CSc1nnc(-c2cccnc2)n1Cc1ccco1)c1ccccc1,3,25,-0.5,1.6,0.4,-5,-5,13,-20
c1ccc(C(c2ccccc2)N2CCN(Cc3nc(-c4cnccn4)no3)CC2)cc1,7,5,1.0,-0.9,-0.3,.,-13,-25,13

# (more compounds)
SMILES,EP2 mod,CHOP inhibitor,S1P4 ag,zfTRPN1 agonist,TRPML3 ag,NPY Y1 blocker,S1P4 antag,NPY2 pot ag,NPY1 pot ag
O=S(=O)(c1ccc(Cl)nc1)N1CCc2ccccc21,-36,-3,1.1,-1.3,-0.5,.,-11,-3,7
COc1ccc(NC(=O)C2CCCN(S(=O)(=O)c3ccc4c(c3)oc(=O)n4C)C2)c(OC)c1 (stereo not drawn),-1,16,0.1,1.0,-0.9,5,-20,-1,-15
Cc1ccccc1Cn1nc(C)c(NC(=O)/C=C/c2cnn(C)c2)c1C,7,-4,0.3,-0.1,0.0,-1,-24,12,-18
CCc1ccc(NC(=S)N(CCCN2CCN(C)CC2)Cc2cccs2)cc1,-23,5,-0.3,1.2,0.0,0,-9,-2,-7
O=C1CC(c2c(F)cccc2Cl)C(n2cncn2)C(O)=C1C1NCCc2ccccc21 (stereo not drawn),31,-6,-1.6,0.5,-0.3,-1,1,8,-23
CCOC(=O)C(=O)N1CCC(C(=O)OCC)CC1,2,-3,1.4,0.0,1.0,.,-2,-6,17
CN(C)C(=O)COC(=O)/C=C/c1cn(-c2ccccc2)nc1-c1cccs1,15,0,-0.2,1.2,0.2,1,-9,13,19
CC(C)(C)CC(=O)OCC(=O)Nc1cc(C(C)(C)C)nn1-c1ccccc1,10,20,-2.1,-1.0,0.0,4,0,4,2
CCN(CC)S(=O)(=O)c1cc(C(=O)NC2=NCCS2)ccc1Cl,-4,24,-0.6,0.5,1.1,7,-2,3,23
COc1ccc(NC(=O)CSc2nnc(C3CCCCC3)o2)c(OC)c1,24,12,-0.4,-0.4,-0.7,1,-4,-6,-1
CC(C)(C)NC(=O)c1ccc2nsnc2c1,-5,-17,0.9,1.0,1.4,2,7,5,-5
Cc1ccc([N+](=O)[O-])cc1Nc1nc(N2CCOCC2)nc(N2CCOCC2)n1,7,14,0.7,-2.1,0.3,1,-14,12,3
